hIAP act: human IAP activators, primary screen, biochemical, luminescence, uHTS; activation factor at 10 µM; 330,000 tested, 0.16% active; purified human IAP, CDP-Star luminescence, 30 min; active compounds read high; 1 = vehicle-only enzyme, 0 = enzyme-free background;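 active = activation factor of the enzyme at least 2-fold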; also: the source names both 10 and 20 µM as test concentration; values of inactives mirror those of a sister screen read the other way
Target sequence (P09923 whole entry, looked up): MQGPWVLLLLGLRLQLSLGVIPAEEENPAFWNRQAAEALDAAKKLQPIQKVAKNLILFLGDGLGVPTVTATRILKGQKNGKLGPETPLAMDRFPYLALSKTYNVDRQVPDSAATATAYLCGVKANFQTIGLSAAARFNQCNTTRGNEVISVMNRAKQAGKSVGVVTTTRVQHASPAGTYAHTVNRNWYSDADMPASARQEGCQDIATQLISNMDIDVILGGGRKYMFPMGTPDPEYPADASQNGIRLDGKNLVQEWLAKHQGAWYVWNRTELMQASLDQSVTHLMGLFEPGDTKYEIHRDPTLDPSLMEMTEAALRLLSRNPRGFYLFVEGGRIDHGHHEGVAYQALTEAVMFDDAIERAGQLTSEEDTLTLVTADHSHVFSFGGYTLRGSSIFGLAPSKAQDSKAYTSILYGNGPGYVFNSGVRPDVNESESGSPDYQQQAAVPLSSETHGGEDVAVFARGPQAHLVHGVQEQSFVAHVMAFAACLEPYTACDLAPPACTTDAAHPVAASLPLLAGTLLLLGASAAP
MPTP block: mitochondrial permeability transition pore inhibitors, primary screen, biochemical, isolated mouse mitochondria, absorbance; Ca2+ swelling absorbance, 30 min; inhibition, % at 10 µM; 360,000 tested, 1.4% active; AID 602449, 2012;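 active = inhibition of 50% or more, scaled per plate between neutral and stimulator controls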;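 also: 0% = DMSO wells given calcium and 100% = 1 mM EGTA wells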
mIAP block: inhibitors of mouse IAP, primary screen, biochemical, luminescence, uHTS | inhibition, % at 10 µM | AID 2806, 2010 | 330,000 tested, 0.2% active | purified mouse IAP, CDP-Star luminescence, 30 min;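 active = inhibition of at least 40% at 10 µM in the primary screen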;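 also: plate controls were DMSO with enzyme for no effect and no enzyme wells for full effect; values of inactives mirror those of a sister screen read the other way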
ATG4B inhibitor: ATG4B protease inhibitors, primary screen, biochemical, fluorescence, uHTS; inhibition, % at 8.33 µM; AID 504462, 2011; ATG4B cleavage of LC3-PLA2, NBD-HPC fluorescence, 1 h; 340,000 tested, 0.51% active; Cysteine protease ATG4B (Homo sapiens), Q9Y4P1; in the data active = inhibition above about 40%
beta cell repl: inducers of MIN6 beta-cell proliferation, primary screen, ATP luminescence, uHTS | 330,000 tested, 0.29% active | MIN6 cells proliferation, ATPlite luminescence, 48 h; cells starved in 0.2% serum; 100% = growth in 10% serum | AID 2380, 2010 | proliferation, % at 10 µM;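 active = compounds whose signal lies at least 3.5 SD above the mean of all wells on their plate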;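 also: 0% = DMSO-treated cells in low-serum medium and 100% = 10% serum control; some compounds called inactive have numbers as strong as hits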
mIAP act: activators of mouse IAP, primary screen, biochemical, luminescence, uHTS. 330,000 tested, 0.24% active. activation factor at 10 µM. muIAP, CDP-Star luminescence, 30 min; active compounds read high; 1 = vehicle-only enzyme signal, 0 = enzyme-free wells. intestinal alkaline phosphatase [Mus musculus];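 active = activation factor of at least 2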; also: the source names both 10 and 20 µM as test concentration; values of inactives mirror those of a sister screen read the other way
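also added = chemiluminescent substrate CDP-Star | test system = mouse IAP enzyme | signal = chemiluminescence readout | compound = DMSO-dissolved test compounds | incubation = 30 min at room temperature | benchmarks = DMSO wells, no-enzyme wells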
hIAP inh: human IAP inhibitors, primary screen, biochemical, luminescence, uHTS | Intestinal-type alkaline phosphatase (Homo sapiens), P09923 | purified IAP, CDP-Star luminescence, 30 min | inhibition, % at 10 µM | 330,000 tested, 0.12% active | AID 2544, 2010;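 active = inhibition reaching a set limit with compound at 10 µM in the primary screen, cut at about 35% in these data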;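 also: plate controls were DMSO wells with enzyme for no effect and no-enzyme buffer wells for full effect; values of inactives mirror those of a sister screen read the other way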
APOBEC3A inh: APOBEC3A ssDNA deaminase inhibitors, primary screen, selectivity assay for APOBEC3G inhibitor project, biochemical, FAM/TAMRA oligo cleavage fluorescence. DNA dC->dU-editing enzyme APOBEC-3A (Homo sapiens), P31941. recombinant A3A, FAM/TAMRA ssDNA deamination fluorescence. inhibition, % at 20 µM. 330,000 tested, 0.41% active. AID 493011, 2011;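 active = at least 40% inhibition at 20 µM here, with at most 30% in a related deaminase screen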;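 also: plate controls were A3A with DMSO for no effect and wells lacking A3A enzyme for full effect; some results filed as inactive read as strong as hits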
APOBEC3G inh: APOBEC3G DNA deaminase inhibitors, primary screen, biochemical, fluorescence, single-stranded DNA substrate, uHTS. DNA dC->dU-editing enzyme APOBEC-3G (Homo sapiens), Q9HC16. recombinant A3G, ssDNA deamination FAM/TAMRA fluorescence. inhibition, % at 20 µM. 330,000 tested, 0.28% active. AID 493012, 2011;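 active = inhibition of at least 40% at 20 µM, with no more than 30% in the related APOBEC3A deaminase screen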;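 also: plate controls were DMSO wells with A3G for no effect and wells lacking A3G enzyme for full effect; some compounds called inactive have numbers as strong as hits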
Target sequence (Q9HC16 whole entry, looked up): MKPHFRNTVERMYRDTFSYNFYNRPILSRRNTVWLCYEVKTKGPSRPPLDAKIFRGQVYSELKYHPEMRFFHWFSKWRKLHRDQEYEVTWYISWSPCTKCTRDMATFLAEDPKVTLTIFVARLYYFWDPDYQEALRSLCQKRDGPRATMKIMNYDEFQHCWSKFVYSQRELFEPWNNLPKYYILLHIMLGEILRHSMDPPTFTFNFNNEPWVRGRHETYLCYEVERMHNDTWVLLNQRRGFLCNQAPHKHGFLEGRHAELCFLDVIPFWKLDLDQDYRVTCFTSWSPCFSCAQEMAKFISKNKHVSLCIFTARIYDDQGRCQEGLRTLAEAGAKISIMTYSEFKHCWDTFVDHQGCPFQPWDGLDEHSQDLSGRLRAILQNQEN
An asterisk follows results filed as active.

What do the screens show for `O=C(CN1C(=O)CCS(=O)(=O)c2ccccc21)Nc1ccc(F)cc1`?
hIAP act: 1.1; MPTP block: -1.5; mIAP block: -5; ATG4B inhibitor: -4; beta cell repl: 4; mIAP act: 1.1; hIAP inh: -6; APOBEC3A inh: -6; APOBEC3G inh: -7

Results for CCCCn1c(N)c(-c2nc3ccccc3o2)c2c([N+](=O)[O-])nn(CC)c(=O)c21 ?
hIAP act: 1; MPTP block: 3.9; mIAP block: 4; ATG4B inhibitor: -2; beta cell repl: -3; mIAP act: 0.96; hIAP inh: -2; APOBEC3A inh: 2; APOBEC3G inh: -7

Results for COc1ccc(Cl)cc1C(=O)NNC(=O)COC(=O)CC(NC(C)=O)c1ccccc1 (centres undefined) ?
hIAP act: 1.1; MPTP block: 2.3; mIAP block: 11; ATG4B inhibitor: 4; beta cell repl: -2; mIAP act: 0.89; hIAP inh: -10; APOBEC3A inh: 2; APOBEC3G inh: -9

Results for COc1ccc(S(=O)(=O)Nc2cc(C(C)C)c(O)cc2C)cc1 ?
hIAP act: 0.95; MPTP block: 2.0; mIAP block: 0; ATG4B inhibitor: -8; beta cell repl: -4; mIAP act: 1; hIAP inh: 4; APOBEC3A inh: -1; APOBEC3G inh: 0

Results for CCOc1ccc(NC(=O)CN(C)C(=O)c2ccc(COc3ccccc3)o2)cc1OCC ?
hIAP act: 1.2; MPTP block: 1.5; mIAP block: -1; ATG4B inhibitor: -1; beta cell repl: -1; mIAP act: 1; hIAP inh: -17; APOBEC3A inh: 2; APOBEC3G inh: -5

What do the screens show for `COc1ccc(/C=C/C(=O)OCC(=O)NC2CCCC(C)C2C)c(OC)c1` (centres undefined)?
hIAP act: 1; MPTP block: -0.1; mIAP block: -9; ATG4B inhibitor: -3; beta cell repl: -5; mIAP act: 1.1; hIAP inh: -2; APOBEC3A inh: 6; APOBEC3G inh: 3

How did Cc1cc(NC(=O)CCC(=O)N(Cc2ccccc2)C(C(=O)NC2CCCC2)c2ccco2)no1 (centres undefined) do in these assays?
hIAP act: 0.97; MPTP block: -0.4; mIAP block: -5; ATG4B inhibitor: 2; beta cell repl: -5; mIAP act: 1.1; hIAP inh: 2; APOBEC3A inh: -2; APOBEC3G inh: -4

How did O=C(O)CNC(=O)c1ccc(NC(=O)/C(=C/c2cccc([N+](=O)[O-])c2)NC(=O)c2ccco2)cc1 do in these assays?
hIAP act: 0.97; MPTP block: -1.4; mIAP block: 6; ATG4B inhibitor: -3; beta cell repl: -3; mIAP act: 0.94; hIAP inh: 3; APOBEC3A inh: 3; APOBEC3G inh: 3

How did O=C1CC(c2ccc3c(c2)OCO3)c2cc3c(cc2N1)OCCO3 (centres undefined) do in these assays?
hIAP act: 1.5; MPTP block: -1.8; mIAP block: 4; ATG4B inhibitor: 0; beta cell repl: -1; mIAP act: 0.96; hIAP inh: -48; APOBEC3A inh: -3; APOBEC3G inh: -7

What do the screens show for `Cc1cc(C(=O)NC2CCCN(Cc3ccc(Cl)cc3)C2)no1` (centres undefined)?
hIAP act: 1.1; MPTP block: 0.8; mIAP block: 0; ATG4B inhibitor: -2; beta cell repl: -2; mIAP act: 1; hIAP inh: -8; APOBEC3A inh: -2; APOBEC3G inh: -7

Results for Cc1ccc(/C=C2/Sc3ccc(C(=O)NCCN4CCOCC4)cc3NC2=O)cc1 ?
hIAP act: 0.92; MPTP block: -0.3; mIAP block: 2; ATG4B inhibitor: 7; beta cell repl: -4; mIAP act: 0.98; hIAP inh: 8; APOBEC3A inh: 0; APOBEC3G inh: -3

What do the screens show for `CCOc1ccccc1NS(=O)(=O)c1ccc2c(c1)N(C)CCO2`?
hIAP act: 0.87; MPTP block: -0.6; mIAP block: -4; ATG4B inhibitor: 4; beta cell repl: -2; mIAP act: 1; hIAP inh: 13; APOBEC3A inh: -5; APOBEC3G inh: -6

How did Fc1ccc(-n2c(Cn3nnc4ccccc43)n[nH]c2=S)cc1 do in these assays?
hIAP act: 0.91; MPTP block: -0.7; mIAP block: -4; ATG4B inhibitor: 3; beta cell repl: -1; mIAP act: 1; hIAP inh: 9; APOBEC3A inh: -2; APOBEC3G inh: 22

What do the screens show for `CSc1ccc(CNCCCN(C)C)cc1`?
hIAP act: 0.83; MPTP block: -0.1; mIAP block: 4; ATG4B inhibitor: 1; beta cell repl: 0; mIAP act: 0.96; hIAP inh: 17; APOBEC3A inh: -1; APOBEC3G inh: -1

Results for CCOc1ccc(-c2n[nH]c(=S)n2Cc2ccccc2)cc1 ?
hIAP act: 1.1; MPTP block: -0.3; mIAP block: 5; ATG4B inhibitor: -4; beta cell repl: -3; mIAP act: 0.95; hIAP inh: -10; APOBEC3A inh: -8; APOBEC3G inh: 9

Results for CCOC(=O)c1cc2c(=O)n3ccccc3nc2n(CCCOC)c1=NC(C)=O ?
hIAP act: 0.97; MPTP block: -0.6; mIAP block: 6; ATG4B inhibitor: 1; beta cell repl: 2; mIAP act: 0.94; hIAP inh: 3; APOBEC3A inh: -1; APOBEC3G inh: -4

Results for Cc1ccccc1SCC(=O)OCC(=O)N(C)c1c(N)n(Cc2ccccc2)c(=O)[nH]c1=O ?
hIAP act: 0.96; MPTP block: 0.3; mIAP block: -4; ATG4B inhibitor: 4; beta cell repl: 2; mIAP act: 1; hIAP inh: 4; APOBEC3A inh: 7; APOBEC3G inh: -3

Results for CC1CCC(NC(=S)NCCN(C)C)CC1 (centres undefined) ?
hIAP act: 1; MPTP block: -0.2; mIAP block: -2; ATG4B inhibitor: 14; beta cell repl: -3; mIAP act: 1; hIAP inh: -4; APOBEC3A inh: -1; APOBEC3G inh: -7

Results for COc1ccc(C(=O)NC(C)c2nnc(SCC(=O)NC3CCCCC3)n2C)cc1 (centres undefined) ?
hIAP act: 1; MPTP block: -0.7; mIAP block: 1; ATG4B inhibitor: -3; beta cell repl: -3; mIAP act: 0.99; hIAP inh: -2; APOBEC3A inh: -5; APOBEC3G inh: -10

What do the screens show for `Cc1ccc(CNC(=O)CS(=O)(=O)CC(=O)O)cc1`?
hIAP act: 0.94; MPTP block: -1.0; mIAP block: -3; ATG4B inhibitor: -13; beta cell repl: -2; mIAP act: 1; hIAP inh: 6; APOBEC3A inh: 2; APOBEC3G inh: 2

Results for CCc1cccc2c(C(=O)COC(=O)c3nn(C)c(=O)c4ccccc34)c[nH]c12 ?
hIAP act: 0.85; MPTP block: 40; mIAP block: 5; ATG4B inhibitor: -6; beta cell repl: 0; mIAP act: 0.95; hIAP inh: 15; APOBEC3A inh: 1; APOBEC3G inh: -1

What do the screens show for `CC1CCN(C(=O)COC(=O)c2ccccc2C(=O)c2ccccc2)CC1`?
hIAP act: 0.92; MPTP block: -0.6; mIAP block: 6; ATG4B inhibitor: -7; beta cell repl: 1; mIAP act: 0.94; hIAP inh: 8; APOBEC3A inh: -4; APOBEC3G inh: -10

How did CCc1cccc2c(C(=O)COC(=O)c3c(C)noc3C)c[nH]c12 do in these assays?
hIAP act: 0.72; MPTP block: 2.9; mIAP block: 3; ATG4B inhibitor: 0; beta cell repl: -3; mIAP act: 0.97; hIAP inh: 28; APOBEC3A inh: -5; APOBEC3G inh: -8

Results for CCOC(=O)CSc1nc2ccccc2n2c(C)nnc12 ?
hIAP act: 0.97; MPTP block: 0.8; mIAP block: 0; ATG4B inhibitor: -7; beta cell repl: -1; mIAP act: 1; hIAP inh: 3; APOBEC3A inh: 0; APOBEC3G inh: -6

How did Cc1cc(C)cc(OCC(=O)OCC(=O)N2CC(=O)Nc3ccccc32)c1 do in these assays?
hIAP act: 1.1; MPTP block: 0.4; mIAP block: -11; ATG4B inhibitor: -11; beta cell repl: -2; mIAP act: 1.1; hIAP inh: -7; APOBEC3A inh: -11; APOBEC3G inh: -7

How did Cc1ccc(N2Cc3ccccc3C2=O)cc1 do in these assays?
hIAP act: 1.1; MPTP block: 1.2; mIAP block: 3; ATG4B inhibitor: -3; beta cell repl: -4; mIAP act: 0.97; hIAP inh: -12; APOBEC3A inh: -3; APOBEC3G inh: -7

How did COc1ccc(-n2c(C)cc(-c3csc(N)n3)c2C)cc1 do in these assays?
hIAP act: 0.9; MPTP block: 0.8; mIAP block: 26; ATG4B inhibitor: 1; beta cell repl: -5; mIAP act: 0.74; hIAP inh: 10; APOBEC3A inh: 9; APOBEC3G inh: -2

What do the screens show for `Cc1nc(SCC(=O)N(C)C2CCCCC2)[nH]c(=O)c1Cc1ccccc1`?
hIAP act: 0.96; MPTP block: 1.3; mIAP block: -10; ATG4B inhibitor: -9; beta cell repl: -2; mIAP act: 1.1; hIAP inh: 4; APOBEC3A inh: -8; APOBEC3G inh: -9

What do the screens show for `COc1ccccc1Nc1nc(C)cc(C)n1`?
hIAP act: 0.97; MPTP block: 0.6; mIAP block: 15; ATG4B inhibitor: -3; beta cell repl: -1; mIAP act: 0.85; hIAP inh: 3; APOBEC3A inh: -3; APOBEC3G inh: -8

Results for CCOc1ccc2nc(N3CCC(C(=O)N4CCN(C(=O)c5ccco5)CC4)CC3)sc2c1 ?
hIAP act: 1; MPTP block: 0.7; mIAP block: -5; ATG4B inhibitor: -10; beta cell repl: -3; mIAP act: 1; hIAP inh: -3; APOBEC3A inh: 0; APOBEC3G inh: -7

What do the screens show for `CNS(=O)(=O)c1cccc(C(=O)OCC(=O)Nc2ccc(-c3nc4ccc(C)cc4s3)cc2)c1`?
hIAP act: 0.84; MPTP block: 20; mIAP block: 7; ATG4B inhibitor: 3; beta cell repl: -6; mIAP act: 0.93; hIAP inh: 16; APOBEC3A inh: -6; APOBEC3G inh: -8

Results for O=C(NC1CCCC1)C(c1ccc(F)cc1)N(C(=O)c1csnn1)c1ccccc1F (centres undefined) ?
hIAP act: 1.1; MPTP block: -0.7; mIAP block: 0; ATG4B inhibitor: -5; beta cell repl: 0; mIAP act: 1; hIAP inh: -5; APOBEC3A inh: -5; APOBEC3G inh: -11

What do the screens show for `Cc1nn(C)c(C)c1S(=O)(=O)N(CC(=O)NCc1cccs1)c1ccc(C(C)C)cc1`?
hIAP act: 1.1; MPTP block: 0.2; mIAP block: -12; ATG4B inhibitor: -6; beta cell repl: 5; mIAP act: 1.1; hIAP inh: -8; APOBEC3A inh: 5; APOBEC3G inh: 8

How did COC(=O)c1c(C(=O)OC)c(C)n(Cc2ccco2)c1C do in these assays?
hIAP act: 0.87; MPTP block: -0.2; mIAP block: 12; ATG4B inhibitor: -2; beta cell repl: 1; mIAP act: 0.88; hIAP inh: 13; APOBEC3A inh: 9; APOBEC3G inh: -1

Screening results from PubChem.
